Rin1 Abl inh: blocks binding of human Rin1 to Abl; TR-FRET Rin1/Abl binding, biochemical; AID 588664; 360,000 compounds, 0.4% hits; P00519+Q13671; inhibition, % at 7.35 µM; in the data active = inhibition above about 5%, passing the limit was not always enough
MsrA act: activators of bovine methionine sulfoxide reductase A. 360,000 compounds, 0.3% hits. AID 602163. purified bovine MsrA, absorbance read-out. activation, % at 10.6 µM; in the data active = activation above about 7.5%;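 note: 0% = vehicle and 100% = reference activator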
CendR NRP1 mod: NRP-1/CendR interaction modulation; O14786; FAM-RPARPAR peptide binding to NRP-1, fluorescence polarization; inhibition, % at 25 µM; 360,000 compounds, 0.85% hits;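 active = inhibition or corrected inhibition above about 18%, plus a signal ratio from 0.5 to 1.5, limit read from the data, passing the limit was not always enough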; note: strong numbers were not always called active
MT1-MMP act inh: blocks activation of human MT1-MMP; HT1080 RFP-PRO-GFP cells, GFP/RFP ratio fluorescence, overnight; percent of plate control window, DMSO zero; P50281; GFP/RFP ratio change, % at 20 µM; 360,000 compounds, 0.061% hits;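 active = GFP/RFP ratio change of at least 30% with cell ATP level not reduced by more than half and red fluorescence within 50% of control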; note: strong numbers were not always called active
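Assay system: HT1080 RFP-PRO-GFP cells. Benchmarks: DMSO vehicle wells and RFP-L50D-GFP reporter cell wells. Times: overnight cell settling, then overnight compound exposure, 37 °C, 5% CO2. Compound: 20 µM single dose, 1% DMSO. Read-out basis: GFP/RFP fluorescence ratio.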
MsrA inhibitor: inhibitors of bovine MsrA | purified bovine MsrA, absorbance read-out | inhibition, % at 15.5 µM | 360,000 compounds, 0.75% hits | AID 651718; in the data active = inhibition above about 4.5%;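 note: 0% = vehicle wells with enzyme and 100% = reference inhibitor wells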
FAS TE block: FAS thioesterase (human) inhibition | P49327 | recombinant FAS-TE, OMFH fluorogenic substrate, fluorescence endpoint | inhibition, % at 15 µM | 360,000 compounds, 0.67% hits;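 active = compounds whose normalised, plate-corrected inhibition of enzyme fluorescence in the single-dose primary screen is 50% or more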;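 note: 0% = DMSO with enzyme and 100% = substrate without enzyme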
SKN-1 block: inhibitors of C. elegans SKN-1; 360,000 compounds, 0.49% hits; AID 624304; inhibition, % at 21.8 µM; C. elegans VP596 Pgst-4::GFP/RFP ratio, acrylamide-induced, 24 h;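 active = interference check ratio from 0.5 to 1.5 plus GFP to RFP signal ratio inhibition reaching or exceeding a fixed threshold, cut at about 30% in these data, passing the limit was not always enough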; note: some compounds called inactive have numbers as strong as hits
Neddylation inh: inhibitors of human cullin neddylation; P61081+Q13564; TR-FRET cullin neddylation, biochemical; calls only at 25 µM; 360,000 compounds, 0.58% hits; in the data active = inhibition above about 36%
Target sequence (P61081 whole entry, looked up): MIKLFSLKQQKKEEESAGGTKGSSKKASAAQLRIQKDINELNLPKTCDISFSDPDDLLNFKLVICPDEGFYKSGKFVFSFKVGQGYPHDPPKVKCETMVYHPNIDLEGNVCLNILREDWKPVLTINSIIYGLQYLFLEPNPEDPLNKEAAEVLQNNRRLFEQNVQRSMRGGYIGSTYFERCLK
Target sequence (Q13564 whole entry, looked up): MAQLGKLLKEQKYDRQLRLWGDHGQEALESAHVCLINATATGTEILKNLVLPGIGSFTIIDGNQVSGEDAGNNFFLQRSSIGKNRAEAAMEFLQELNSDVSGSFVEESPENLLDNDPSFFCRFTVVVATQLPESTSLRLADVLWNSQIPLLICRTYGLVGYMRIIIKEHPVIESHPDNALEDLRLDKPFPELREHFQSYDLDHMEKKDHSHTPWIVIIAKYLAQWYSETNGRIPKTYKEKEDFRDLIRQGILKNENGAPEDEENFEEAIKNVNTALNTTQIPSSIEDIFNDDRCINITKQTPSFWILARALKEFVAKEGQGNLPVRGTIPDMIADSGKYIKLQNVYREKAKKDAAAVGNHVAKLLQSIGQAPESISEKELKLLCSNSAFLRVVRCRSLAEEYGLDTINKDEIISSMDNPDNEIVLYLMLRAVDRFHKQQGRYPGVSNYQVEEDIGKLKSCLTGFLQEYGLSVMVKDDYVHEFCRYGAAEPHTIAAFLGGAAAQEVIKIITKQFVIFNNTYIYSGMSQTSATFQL
E coli Lon inh: E. coli protease La inhibition. purified E. coli Lon protease, fluorescence polarization. P0A9M0. inhibition, % at 7.94 µM. 360,000 compounds, 0.42% hits; in the data active = inhibition above about 13%, passing the limit was not always enough;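 note: 0% = enzyme with probe and DMSO and 100% = no enzyme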
Active calls of the source: *; i = inactive; x = no result given; + = active, no number.

Order of results – Rin1 Abl inh, MsrA act, CendR NRP1 mod, MT1-MMP act inh, MsrA inhibitor, FAS TE block, SKN-1 block, Neddylation inh, E coli Lon inh
- COc1cc(S(=O)(=O)N(Cc2ccccc2)CC2CCCO2)ccc1-n1cnnn1 (centres undefined)
  0, -2, 8, 5, 0.6, 16, -5, i, -1
- COc1ccc(NC(=O)c2ccc3nc[nH]c3c2)c(OC)c1
  2, -1, 1, 0, 1.0, -7, -6, i, 8
- O=C(CCN1C(=O)COc2ccccc21)NCc1cccs1
  4, -5, 3, -2, 0.6, -7, 5, i, -13
- O=C(NC12CC3CC(CC(C3)C1)C2)c1cc(F)c(F)c(F)c1F
  -1, -8, 8, 5, 0.0, 11, -8, i, 1
- CC(/C=N/NC(=O)c1ccncc1)=C\c1ccc(C(C)C)cc1
  0, -4, 11, 7, 2.5, 2, 12, x, -2
- O=C(NCc1cccnc1)/C(=C\c1ccc(-c2ccc(Br)cc2)o1)S(=O)(=O)c1ccccc1
  2, -4, -8, -14, 2.7, 41, 2, i, 3
- CC(=O)N1CCN(c2ccccc2NC(=O)COc2cc(C)cc(C)c2)CC1
  0, -3, 4, -2, 0.4, 1, -21, i, 5
- CC(CCn1cccn1)NC(=O)c1cc(COc2ccc(F)cc2Cl)on1 (centres undefined)
  5, -12, -13, -1, 0.6, -2, -1, i, 0
- CCNC(=S)N(Cc1cc2cc(C)ccc2[nH]c1=O)C1CCCC1
  0, -6, 4, 0, 0.6, -5, 4, i, 7
- Cc1nnc(SCC(=O)NC2CCCCC2)n(N)c1=O
  5, -2, 5, 7, x, -8, -4, i, 7
- CCCN(c1ccc(OCC)cc1)S(=O)(=O)c1ccc2c(c1)NC(=O)CO2
  2, 1, 10, -10, -1.1, 11, -1, i, -3
- C[C@H](O)[C@@H]1C(=O)N2CCc3ccc(-c4cccc(F)c4)cc3[C@@H]2C[C@@H]1N(C)C(=O)C(C)(C)C
  3, -2, -3, -2, -0.1, 5, 4, i, -2
- Cc1ccc([N+](=O)[O-])cc1NC(=O)CCc1ccccc1
  -3, -4, 5, -1, 0.3, 50*, 5, i, -11
- O=C(c1ccc(Cl)cc1Cl)N1CCC(c2nc3c(nnn3Cc3ccco3)c(=O)[nH]2)CC1
  1, 23*, -9, 3, 1.0, 14, -12, i, -5
- O=C(Nc1cccnc1)c1coc(=O)c2ccccc12
  1, -3, 5, -1, 1.5, -3, -15, i, -1
- O=C(O)CCC(=O)CCC(=O)c1ccccc1
  0, -4, 3, 5, 0.4, -8, -8, i, -15
- COc1ccc(CC(=O)Nc2ccc(-c3noc(COc4ccccc4C)n3)cc2)cc1
  -1, -11, 2, 4, -0.1, 0, -23, i, 7
- NC(=S)N/N=C/c1cccc(Br)c1
  -1, -2, 4, 3, -0.5, 1, 8, i, -1
- CCCCN(C(=O)c1cccc(S(=O)(=O)N2CCOCC2)c1)c1c(N)n(CCC)c(=O)[nH]c1=O
  -2, -5, -2, -2, 0.1, -8, -22, i, -11
- COc1ccc(C(C)(C)C)cc1NC(=O)COC(=O)CN1C(=O)NC2(CCCCC2C)C1=O (centres undefined)
  4, 5, 0, 0, -0.3, -85, 10, i, -4
- Cc1ccc(NS(=O)(=O)c2ccc(C(=O)NC3CCN(Cc4ccccc4)CC3)cc2)cc1
  1, -4, 12, 4, 0.7, 3, 0, i, 0
- CCOC(=O)Cn1ccc(-c2ccccc2)c(C#N)c1=O
  3, -4, 12, 2, 0.9, -4, 17, i, -5
- CCn1c(SCc2ccc(C)cc2)nnc1-c1nn(-c2ccccc2)ccc1=O
  -2, -8, -10, 1, 1.2, -10, -29, i, -11
- C=CCOc1c(Cl)cc(CNCCC)cc1Cl
  1, -10, -3, 4, 0.5, -8, 6, i, -9
- CN(CC(=O)Nc1ccccc1Cl)C(=O)CSc1nc2ccccc2s1
  -1, -2, 3, 1, -1.6, -4, 7, i, -1
- CC(=O)N(C(C)=O)c1ncnc2c1c(-c1ccc(Cl)cc1)nn2C(C)(C)C
  -1, 0, -5, -1, 0.0, 2, 7, x, 4
- CCN(CC)S(=O)(=O)c1cc(NC(=O)CCCOc2ccc(C(C)=O)cc2)ccc1C
  3, -7, -2, 2, -1.1, 17, 0, i, -6
- Cc1sc2nc(CN(C(=O)NC3CCCCC3)C3CCCC3)[nH]c(=O)c2c1C
  -3, -6, -18, -2, 0.3, 20, 15, i, 2
- O=C1ON=C(c2ccccc2)/C1=C/c1ccco1
  1, -3, -9, -7, 1.1, -7, 9, i, -65
- CC(C)Cn1cc(C(=O)NCc2cccs2)c2c3ccccc3n(C)c2c1=O
  1, -12, -9, -2, 0.0, -1, 2, +, 2

Some values from the entries so far.
In SKN-1 block, `O=C1ON=C(c2ccccc2)/C1=C/c1ccco1` is entered as 9
In SKN-1 block, `Cc1ccc(NS(=O)(=O)c2ccc(C(=O)NC3CCN(Cc4ccccc4)CC3)cc2)cc1` is entered as 0

Later entries.
Order of results – Rin1 Abl inh, MsrA act, CendR NRP1 mod, MT1-MMP act inh, MsrA inhibitor, FAS TE block, SKN-1 block, Neddylation inh, E coli Lon inh
- Cn1c(CSCc2ccc(Cl)cc2)n[nH]c1=S
  1, -6, 9, 4, 1.8, -4, -2, i, -1
- CC(NC(=O)c1cc(F)c(F)c(F)c1F)c1ccc(-n2ccnc2)cc1 (centres undefined)
  -2, -2, 7, 1, 0.2, 15, -5, i, 8
- CSc1ccccc1NC(=O)C1=COCCO1
  2, -3, 5, 0, -0.6, -2, 12, i, -2
- Cc1ccc(CCNC(=O)CN2C(=O)CSc3ccc(S(=O)(=O)N4CCOCC4)cc32)cc1
  1, -4, 7, 2, 0.6, -4, -3, i, 0
- CC(C)COc1ccc(C(=O)Nc2sc3c(c2C(=O)O)CC(C)(C)OC3)cc1
  5, -2, -10, -15, 1.9, 3, 9, x, -3
- NC(=O)CC(NC(=O)c1ccc(Br)cc1)c1ccc(N2CCCCCC2)c([N+](=O)[O-])c1 (centres undefined)
  3, -8, -7, 4, 0.0, 8, -3, i, 11
- CN(C)S(=O)(=O)c1ccc(NC(=O)CCNC(=O)c2ccco2)cc1
  -1, -1, 6, 2, -0.1, -6, 9, i, 3
- C[C@H](CO)N1C[C@H](C)[C@@H](CN(C)S(=O)(=O)c2ccc3ccccc3c2)OCc2cnnn2CCCC1=O
  0, -8, 2, 2, 0.8, -8, -8, i, -1
- COc1cccc(/C=N/N2CCOCC2)c1O
  1, -3, 8, 0, 0.9, -12, -4, i, -5
- COc1ccccc1NC(=O)C1CC(O)CN1C(=O)Oc1ccccc1 (centres undefined)
  1, 0, -3, -2, -1.2, -4, 32, i, 4
- N#C/C(=C/c1ccc(N2CCCCC2)o1)C(=O)NCCc1c[nH]c2ccccc12
  -8, -2, 132, -129, -0.3, -28, 12, i, i
- Cc1cc(-c2nc3ncccc3o2)ccc1N
  -5, -5, 5, 4, 6.5*, -5, 0, x, 5
- CCOc1ccc(N2C(=O)C3C(c4ccc(O)cc4)NC(CCSC)(C(=O)OC)C3C2=O)cc1 (centres undefined)
  6, -12, -2, -3, 2.4, -5, 0, i, -9
- COCCCn1c(C2CCCCC2)nc2oc3cc(OC)ccc3c(=O)c2c1=O
  -4, -6, -12, 2, 0.6, 1, 15, i, -5
- O=C(NCc1ccccc1)C(c1cccnc1)N(C(=O)c1ccccn1)c1ccccc1F (centres undefined)
  0, -2, 26*, -1, -0.9, -2, 5, i, 8
- COC(=O)c1cccc(NC(=O)Cn2cnc3ccccc3c2=O)c1
  4, -3, -3, 3, -0.4, -7, 10, i, -1
- CC(=O)c1ccc(C(=O)N(C)C2CCCN(Cc3ccccc3F)C2)s1 (centres undefined)
  1, -4, 16, 1, -0.8, -3, 0, i, -5
- COc1cc(/C=C2\C(=N)N3N=C(C(C)C)SC3=NC2=O)ccc1OCCOc1ccc(NC(C)=O)cc1
  -3, -2, 5, 0, 0.9, 2, -5, i, -2
- CC(C)(CO)Nc1ncnc2onc(-c3ccc(F)cc3)c12
  -2, 1, 8, -4, 0.8, -4, 4, i, -2
- Cc1cnc(C(=O)OCC(=O)NCc2ccc(Cl)cc2)cn1
  2, 2, -13, 4, -0.8, -2, -6, i, -7
- COCCCn1c(SCC(=O)N2CCCC2=O)nc2ccccc2c1=O
  -2, -2, 7, 0, -0.2, -8, 18, i, -10
- CN(Cc1ccc(F)cc1)C(=O)c1cccc(S(=O)(=O)N2CCN(Cc3ccccc3)CC2)c1
  0, -9, -8, 5, -0.9, 16, -5, i, -3
- Cc1ccc(C(=O)C2CCN(S(=O)(=O)c3c(C)noc3C)CC2)cc1
  -3, -2, 4, 1, 0.7, 36, -9, i, -2
- C=CCNC(=O)CC1C(=O)NCCN1Cc1c(F)cccc1Cl (centres undefined)
  1, -1, 5, 2, -0.2, -4, -7, i, 2
- CCOC(=O)C1=C(C)N=c2s/c(=C\c3ccc(C(=O)O)cc3)c(=O)n2C1c1ccc(OC)cc1OC (centres undefined)
  -3, -4, 2, 0, -0.3, 5, 12, i, -6
- O=[N+]([O-])c1cc(/C=N/O)ccc1Oc1cccc(Cl)c1
  1, -4, 13, -4, 1.2, -1, 13, i, 3
- CC(C)Oc1ccc(C(=O)O)cc1
  1, -4, -8, -3, -0.4, -2, 3, i, 0
- CS(=O)(=O)c1ccc(C(=O)NCCN2C(=O)S/C(=C\c3cccnc3)C2=O)cc1[N+](=O)[O-]
  -2, -5, -13, -6, 2.3, -5, -9, i, -6
- Cc1cccc(NC(=O)CSc2nnc(C)c(=O)n2N)c1
  2, -2, 7, 3, 1.5, -8, 3, i, -2
- Fc1cccc(Cl)c1/C=C/c1cnc2ccccc2n1
  2, 0, 8, -5, 1.0, 12, 20, i, 8
- CC(C)OC(=O)CSc1nnc(SCc2cccc3ccccc23)s1
  2, -8, 0, -2, 0.1, 22, 32*, i, -4
- CCOc1ccc2[nH]c(=O)c(CN(CC3CCCN3CC)C(=O)NCc3ccccc3)cc2c1 (centres undefined)
  2, -3, -7, 0, 0.4, -10, -3, i, -9
- C[C@]12c3[nH]c4ccccc4c3CCN1C(=O)C(CC(=O)NCC13CC4CC(CC(C4)C1)C3)C[C@@H]2C(=O)N1CCCCC1 (some centres undefined)
  1, -5, 0, -9, -0.3, 19, -16, i, 2
- Cc1cccc(Nc2nnc(C)c(=O)n2N)c1
  1, -12, 11, 3, 1.4, -10, 2, i, -9
- ClC(=C\c1ccccc1)/C=N/N1CCN(c2ccccn2)CC1
  -2, -4, -3, 9, 1.8, 4, 12, i, -7
- CCN1CCN(Cc2ccc(NC(=O)c3ccc(C)c(NC(=O)c4ccc5n[nH]nc5c4)c3)cc2C(F)(F)F)CC1
  -1, -9, -14, -8, -0.5, -36, -16, i, 5
- CCOC(=O)NC(=O)CSc1nc2ccc(C)cc2[nH]1
  1, -14, 8, 5, -1.2, -4, -11, i, 5
- CC1CC(=O)Nc2ccccc2N1C(=O)COc1ccccc1C(N)=O (centres undefined)
  0, -1, 5, 1, 0.1, -6, 4, i, -4
- CC(=O)OC[C@@H]1CN(Cc2ccccc2)C[C@H](n2cnc3c(N(C)C(C)C)ncnc32)O1
  2, 0, 3, 1, -0.9, 2, -7, i, -12
- CN(Cc1nc2ccccc2c(=O)[nH]1)C(=O)c1cc2c(s1)CCCCC2
  0, -3, 5, 3, -0.4, -4, 5, i, 17
- COc1ccc(-c2nnc(SC(C)C(=O)Nc3c(C)n(C)n(-c4ccccc4)c3=O)o2)cc1 (centres undefined)
  5, -11, -9, 3, 0.1, -6, -24, i, -5
- COc1cc(NC(=O)Nc2cccc([N+](=O)[O-])c2)cc(OC)c1
  1, 0, 16, 4, 2.0, 26, 0, i, 0
- Cn1cc(CN2CCN(CCc3ccccc3)C(CCO)C2)cn1 (centres undefined)
  0, -5, -2, 4, 0.0, -12, 9, i, -1
- COc1ccc(NC(=O)CN(c2ccc([N+](=O)[O-])cc2)S(=O)(=O)c2ccccc2)c(OC)c1
  0, -9, 4, 13, -0.7, 70*, 1, i, -2
- COc1cc(/C=N/NC(=O)c2ccc3c(c2)OCCO3)cc(Cl)c1O
  -2, -9, 2, -1, 6.0*, -7, 1, x, -1

Bioassay records deposited in PubChem by several laboratories.
